Bioassay records from PubChem.
mcGAS RapidFire – inhibitors of Mus musculus cyclic GMP-AMP synthase, initial high-throughput assay, cell-free, RapidFire MS. actives 0.18% (n = 130,000). Q8C6L5. AID 1259397, 2018. recombinant mouse cGAS, cGAMP by RapidFire MS. inhibition, % at 12.5 µM;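 active means inhibition of cGAS enzyme activity at or above 60%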;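 further: enzyme stimulated by 45 bp dsDNA with ATP and GTP substrates; cGAMP share of summed cGAMP plus half ATP and half GTP signals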
Target sequence (Q8C6L5 whole entry, looked up): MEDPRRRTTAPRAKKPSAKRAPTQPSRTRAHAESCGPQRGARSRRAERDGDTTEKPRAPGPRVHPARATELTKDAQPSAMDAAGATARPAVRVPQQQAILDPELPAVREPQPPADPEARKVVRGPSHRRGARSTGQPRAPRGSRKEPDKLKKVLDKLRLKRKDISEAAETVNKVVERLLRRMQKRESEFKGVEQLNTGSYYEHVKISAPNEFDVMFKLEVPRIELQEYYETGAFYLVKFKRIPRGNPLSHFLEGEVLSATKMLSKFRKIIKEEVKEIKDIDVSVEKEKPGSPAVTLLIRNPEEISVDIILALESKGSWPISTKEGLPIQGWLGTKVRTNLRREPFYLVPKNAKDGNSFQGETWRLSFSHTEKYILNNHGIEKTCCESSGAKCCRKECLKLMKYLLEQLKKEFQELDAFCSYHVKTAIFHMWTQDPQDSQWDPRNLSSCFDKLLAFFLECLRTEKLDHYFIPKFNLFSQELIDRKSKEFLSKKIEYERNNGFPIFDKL
Numbers without * were called inactive.

| SMILES | mcGAS RapidFire |
| --- | --- |
| CC(N)=C(C#N)C(=O)COC(=O)c1cc2c(s1)CCC(C)C2 (centres undefined) | 17 |
| Cc1cc(NC(=O)CN2CCN(c3ccccc3Cl)CC2)no1 | -8 |
| CS(=O)(=O)NCCC(=O)Nc1ccccc1N1CCc2ccccc21 | 5 |
| CC(=O)N(Cc1ccccc1)c1c(N)nc(N)[nH]c1=O | -11 |
| CCC(C)c1cc(-c2cc(N)n[nH]2)ccc1OCc1ccccc1 (centres undefined) | 2 |
| Cc1cc(N(CCC#N)C(=O)CN2C(=O)c3ccccc3S2(=O)=O)ccc1Cl | -18 |
| Fc1cccc(-c2[nH]ncc2-c2nnnn2-c2ccc(Cl)cc2)c1 | -3 |
| O=S(=O)(NC1CC2CCC1C2)c1ccc(Cl)cc1 (centres undefined) | -1 |
| Cn1cc(CN2CCCC(CNC(=O)C3(c4ccc(Cl)cc4)CC3)C2)cn1 (centres undefined) | -5 |
| Cc1nc(C2CC2)nc(Sc2ccc(Br)cc2)c1F | -11 |
| CSCCC1NC(=O)N(Cc2c(C)noc2C)C1=O (centres undefined) | 2 |
| CN1[C@H]2CC[C@@H]1CN(C(=O)Cn1cc3ccccc3n1)CC2 | -29 |
| Cc1cccc(N(CCC#N)C(=O)CN2CCC(c3ccccc3)C2)c1C (centres undefined) | 1 |
| CC(C)(C)OC(=O)C#Cc1ccc(Br)cc1 | -12 |
| Nc1ccc(C(=O)c2ccccc2)cc1[N+](=O)[O-] | -7 |
| CC(C)c1cc(C(=O)N2CCC(O)(CO)CC2)cs1 | -24 |
| N#CCn1c(CN2CCC3CCCCC3C2)nc2scc(-c3ccccc3)c2c1=O (centres undefined) | -2 |
| COc1ccc(C(=O)N2CCCC(Nc3ccc(C(C)C)cc3)C2)cc1F (centres undefined) | 7 |
| COCCOCc1cccc(Br)c1 | -6 |
| Cc1cccc2c(=O)n(CCC(=O)NC3COc4ccccc4C3)cnc12 (centres undefined) | -13 |
| Cc1nc(CN(CCC#N)Cc2ccco2)nc2ccccc12 | 2 |
| COc1cccc(OCc2cc(C(=O)N3CCN(C(C)=O)CC3)no2)c1 | -1 |
| CCC(CC)N1CCCC1C(=O)Nc1cccc(-n2cnnn2)c1 (centres undefined) | -9 |
| N#CC1(c2ccccc2)CCN(C(=O)C2CCCCC2C(=O)NCCc2ccccc2F)CC1 (centres undefined) | -10 |
| CC(Nc1ccc(OCC(F)(F)F)cc1)C(=O)Nc1ccc(Cl)cn1 (centres undefined) | -12 |
| O=C(c1ccccc1)N1N=C2CCCCC2C12CCCCC2 (centres undefined) | -6 |
| CC(C)CCC(=O)NCc1ccc(C(=O)NCCN2CCCC2)cc1 | -7 |
| CCN(CC1CCOCC1)C(=O)c1ccc(Cl)cn1 | -13 |
| CC(C)c1noc(C2CCCN(C(=O)c3cccc4ccnn34)C2)n1 (centres undefined) | -32 |
| O=C(NNS(=O)(=O)c1ccc(Br)cc1Cl)c1ccco1 | 5 |
| CCOC(=O)c1sc2nc(C)nc(NCCOC)c2c1C | 5 |
| O=C(CN1C(=O)SC(=Cc2ccc(Br)o2)C1=O)N1CCCCCC1 | -10 |
| CCOC(=O)c1c(C)[nH]c(C(=O)COC(=O)c2[nH]c(C)c(C(=O)OCC)c2C)c1C | 0 |
| Cc1nc(C2CCCN2C(=O)C(C)Oc2cccnc2)no1 (centres undefined) | -5 |
| Cc1nc(NCCNS(C)(=O)=O)cc(N2CCCC2)n1 | -2 |
| CC(C)c1cccc(N(C)Cc2cncn2C)c1 | -8 |
| Cc1nnc(Cn2nc(C3CCNCC3)n(Cc3ccccc3)c2=O)s1 | -29 |
| NC(=O)c1ccc(C(=O)N2CCN(c3nccs3)CC2)cc1 | -9 |
| Cc1ccsc1[C@@H]1CCN(C(=O)c2nc3c(s2)CCCC3)C[C@H]1O | -23 |
| N#Cc1c2n(c(=S)n(-c3ccccc3)c1=O)CCCCC2 | -4 |
| Cc1ccc(C(=O)N2N=C(c3cccnc3)CC2(O)C(F)(F)F)cc1 (centres undefined) | 2 |
| CC(C)N(C(=O)CSc1ccc(NC(=O)C2CC2)nn1)C(C)C | 7 |
| CC(Nc1ccc2c(c1)-c1ccccc1C2)C(=O)NCC1CCCCC1 (centres undefined) | 7 |
| COc1cc(CC(=O)N2CCCC3(C2)OCCO3)cc(OC)c1OC | -10 |
| COc1nc(C)c(C(=O)NC(c2cc(C)ccn2)C2CC2)s1 (centres undefined) | -6 |
| CCNC(=S)N/N=C\c1cc(Br)cc(Br)c1OC | -10 |
| c1cnc2nc(-c3ccsc3)c(NC3CCCCC3)n2c1 | -14 |
| Cc1cc(=O)[nH]c(NN=C2CCC(C(C)(C)C)CC2)n1 (centres undefined) | -1 |

The listing continues:
structure,mcGAS RapidFire
COC(=O)c1ccc(-c2nc(CN(C)C(C)c3ccon3)c(C)o2)cc1 (centres undefined),-7
O=C(c1ncoc1-c1cccs1)N1CCCC1C1CCC1 (centres undefined),-3
CCCn1c(=O)n(C)c(=O)c2c(SCC(=O)C(C#N)=C(C)N)nc(C(C)(C)C)nc21,-11
CC1Sc2ccccc2N(Cc2ccccc2OC(F)(F)F)C1=O (centres undefined),-8
c1ccc(-c2cnc(CSc3nc4ccccc4o3)o2)cc1,-7
COc1ccc(-c2noc(CN3C(=O)CC4(CCCCC4)C3=O)n2)c(OC)c1,-9
Cc1n[nH]c(=O)c2c1cnn2-c1ccccc1,-4
COC(=O)C1=C(C(=O)OC)C2C=CC=C(c3ccccc3)N2C(C(=O)OC)=C1C(=O)OC (centres undefined),-3
O=C(Nc1ccc2[nH]c(=O)[nH]c2c1)c1cc2c(s1)CCCCC2,-10
c1ccc(Cn2cc(CN3CCCC3c3ccccn3)c(-c3ccc4c(c3)OCO4)n2)cc1 (centres undefined),-11
Cc1nonc1CN(C)Cc1cn[nH]c1-c1ccc(-c2ccccc2)cc1,-7
CCn1cc(CNC(=O)[C@H]2C[C@@](C)(C(=O)OC)N(C)[C@H]2c2ccccc2C)cn1,-1
Cc1ccc2c(c1)c(CNc1nc(-c3ccncc3)nc3c1CNC3)nn2C,-5
CCCn1nc(C(=O)OCc2cc(=O)n3ccsc3n2)ccc1=O,-6
Cc1ccsc1C1CC(c2cccs2)=NN1C(=O)c1cccs1 (centres undefined),2
CC1CCC(=O)/C(=C/c2ccccc2)C1 (centres undefined),-6
Cc1cccc(-n2c(C3CC3)n[nH]c2=S)c1,-4
CN(C)C=Nc1c(C#N)cnn1-c1ccccc1,-8
O=C(Nc1ccnn1C1CCN(Cc2cccc3cccnc23)CC1)C1CC1,-8
Cc1ccc(C(NC(=O)c2ncn[nH]2)c2cccnc2)c(C)c1 (centres undefined),6
CC(Oc1cccc(C#N)c1)C(=O)NC1CCCC1 (centres undefined),-14
N#CCSc1cc(C(=O)NC2CC2)c2ccccc2n1,-6
O=C(NCc1ccccn1)C(C1CCCC1)N1CCN(C(=O)c2cc(F)cc(F)c2)CC1 (centres undefined),-18
COc1cc(/C=C\C(=O)Nc2c3c(nn2-c2cccc(Cl)c2)CSC3)cc(OC)c1OC,-6

Brought forward from above: seven entries; new compounds follow.
structure,mcGAS RapidFire
CN(C)C=Nc1c(C#N)cnn1-c1ccccc1,-8
O=C(Nc1ccnn1C1CCN(Cc2cccc3cccnc23)CC1)C1CC1,-8
Cc1ccc(C(NC(=O)c2ncn[nH]2)c2cccnc2)c(C)c1 (centres undefined),6
CC(Oc1cccc(C#N)c1)C(=O)NC1CCCC1 (centres undefined),-14
N#CCSc1cc(C(=O)NC2CC2)c2ccccc2n1,-6
O=C(NCc1ccccn1)C(C1CCCC1)N1CCN(C(=O)c2cc(F)cc(F)c2)CC1 (centres undefined),-18
COc1cc(/C=C\C(=O)Nc2c3c(nn2-c2cccc(Cl)c2)CSC3)cc(OC)c1OC,-6
CCN(CC(C)(C)O)C(=O)NCC1CCOC1C(C)(C)C (centres undefined),-6
Cc1cc(N)n(/N=C\c2cc(C)c(O)c(C)c2)c(=O)c1,36
Cc1ccccc1-c1cc(C2CCN(Cc3cnn(C)c3C3CC3)C2)ccn1 (centres undefined),-7
COc1cccc(N2CCN(S(=O)(=O)c3ccc(Cl)cc3C(F)(F)F)CC2)c1,4
Cc1noc(C)c1S(=O)(=O)NCC(=O)O,-10
O=C(CSc1nnc(NC(=O)c2ccco2)s1)Nc1ccccc1C(F)(F)F,4
CNC(=O)c1ccc(Cn2cnc(-c3ccccc3)c2-c2ccccn2)o1,-18
CC(=CC(=O)NCCS(N)(=O)=O)C12CC3CC(CC(C3)C1)C2,-5
CC(C)(C)Cc1nc(-c2ccc(C(=O)O)cc2)no1,5
Cc1nc(NC(=O)NCC(C)Cn2ccnc2)sc1C (centres undefined),5
CCOc1ccc(OCC)c(S(=O)(=O)Nc2ccc(F)cc2)c1,2
O=C(O)c1cc(-c2cccs2)nn1-c1cccc([N+](=O)[O-])c1,1
Cc1sc2nc(C(C)N(C)Cc3ccccc3Cl)[nH]c(=O)c2c1C (centres undefined),-5
C=C(C)CNc1ccc(C(=O)N2CCN(C(C)C)C(CC)C2)cn1 (centres undefined),-4
Cc1[nH]nc(C(N)=O)c1NC(=O)Cc1ccc(OC(F)(F)F)cc1,-8
Cc1cccc2nc(C(=O)N(Cc3ccccc3)CC(C)CO)c(F)n12 (centres undefined),-5

The last 4 records of the section before come first, to join the parts.
structure,mcGAS RapidFire
Cc1sc2nc(C(C)N(C)Cc3ccccc3Cl)[nH]c(=O)c2c1C (centres undefined),-5
C=C(C)CNc1ccc(C(=O)N2CCN(C(C)C)C(CC)C2)cn1 (centres undefined),-4
Cc1[nH]nc(C(N)=O)c1NC(=O)Cc1ccc(OC(F)(F)F)cc1,-8
Cc1cccc2nc(C(=O)N(Cc3ccccc3)CC(C)CO)c(F)n12 (centres undefined),-5
O=c1c2[nH]cnc2n(-c2cccc(F)c2)c(=O)n1C1CCCC1,-5
CCOC(=O)CNc1ccccc1C(=O)N1CCCC1c1c(C)noc1C (centres undefined),1
O=C(Nc1ccc(SCc2ccccc2F)nn1)C1CC1,6
Cn1cnnc1SCC(=O)N1CCCC(C(=O)c2ccc(-c3ccccc3)cc2)C1 (centres undefined),-1
CC(C)NC(=O)NCc1ccc(C(=O)OCC(=O)N2CCOC(C)C2)cc1 (centres undefined),1
N#Cc1cc(NS(=O)(=O)c2cc(F)ccc2F)ccc1Cl,3
CNC(=O)c1ccccc1OCCCc1ccccc1C,-32
Cc1ccc(C)c(OCCN2CC(C(=O)O)CC2=O)c1 (centres undefined),-9
COC(=O)c1ccccc1NC(=O)c1c(-c2ccccc2Cl)noc1C,-4
CCN(Cc1cccc(-c2ccncc2)c1)C(=O)NCc1ccco1,-1
O=C(C1CCN(S(=O)(=O)c2ccc3ccccc3c2)CC1)N1CCC(CCc2ccccc2)CC1,-12
O=C1CN(c2ccc(O)cc2)C(=O)N1,-17
COc1c(F)ccc(C(=O)N2C[C@H](N)C[C@H]2C(=O)NC(C)C)c1F,-5
O=C(CCC(=O)N1CCCC1c1nnc2c(C(F)(F)F)cccn12)c1ccc(F)cc1 (centres undefined),7
CC(=O)N1CCc2c(sc(N)c2-c2nc3ccccc3s2)C1,9
O=C1CCc2nc3sc4c(c3c(=O)n2N1)CCCC4,-7
Cc1ncsc1C(=O)Nc1n[nH]c(-c2ccc(F)cc2)n1,-4
CCn1nnc2c(N3CCC(Cc4ccccc4)CC3)ncnc21,-10
CCOC(=O)c1c(C)oc2c1c(C=Nc1nc3ccccc3s1)c(O)c1ccccc12,-4
COc1ccc(C(=O)N(C/C(C)=C\c2ccccc2)CC2CCNCC2)cc1,-3
C=C(Cl)CNc1cc(C(=O)N2CCOCC2)c2ccccc2n1,-7
Cc1noc(C2CCCN2C(=O)c2cccc(CC3CCNCC3)c2)n1 (centres undefined),-5
CN(Cc1ccccc1F)C(=O)CNC(=O)c1cccc(Cl)c1,-6
CCN(CC)c1ncccc1CNC(=O)C1CCOC1 (centres undefined),-7
CC(O)Cn1c(=O)c(=O)[nH]c2ccccc21 (centres undefined),-12
CC(C)Cc1cc(CN2CCN(Cc3ccc(F)c(F)c3)C(CCO)C2)[nH]n1 (centres undefined),-3
O=C(Nc1ccc(N2CCCCC2)cn1)c1cnccn1,-6
CCOCCOC(C)C(=O)NCc1ccsc1-n1cccc1 (centres undefined),-5
CC1(C)COCCN1CCS(=O)(=O)c1ccc(Br)cc1,1
CNC(=O)c1cc(Oc2ccc(NC(=O)Nc3ccc(Cl)c(C(F)(F)F)c3)cc2)ccn1,-1
O=C(C1CC1)N1CCN(Cn2nc3c(c(C(F)(F)F)c2=O)CCC3)CC1,-5
COc1cccc(OC)c1C(=O)Nc1ccc2c(c1)C(=O)N(C)CCO2,-2
c1ccc2nc(N3CCOCC3)c(-c3nccn3CCn3cccn3)cc2c1,-15
CCCCN=C1SCC(c2ccc(C)c([N+](=O)[O-])c2)=NN1C,-9
O=C(NC(=S)Nc1cc(Cl)c(Cl)cc1Cl)C1CC1,-7
Cc1ccc2[nH]cc(-c3ccc4cc[nH]c(=O)c4c3)c2c1,3
Cc1c(-c2cnccn2)ssc1=S,-6
Cc1ccccc1-c1ncc(CN(C)Cc2n[nH]c3c2CCC3)s1,-7
Cc1nnc(SCC(C)C)[nH]c1=O,-10
O=C(COc1ccccc1)NCC1COc2ccccc2O1 (centres undefined),-6
Cc1ccccc1OCC(=O)N1CCOC(c2ccccc2)C1 (centres undefined),-1
CCc1cn[nH]c1C1CCCN(C(=O)C(=O)Nc2cccc(F)c2)C1 (centres undefined),5
Cc1ccc(CSc2nc3c(c(=O)n2-c2ccccc2)SCC3)cc1,-2
COc1cccc(C(NC(=O)c2cnc[nH]2)c2cccc(OC)c2)c1,-2
Cc1ccccc1-c1noc(CN(C)Cc2cc(C(C)(C)C)n[nH]2)n1,-16
COc1ccc(NC(=O)c2ccc(-c3ccc(C(C)=O)cc3)o2)cn1,0
COc1ccc(/C=C2\C(=N)N3N=C(C45CC6CC(CC(C6)C4)C5)SC3=NC2=O)cc1OC,-9
Cc1ccc(CC(=O)Nc2ccc(F)cc2CS(C)(=O)=O)cc1,-8
COc1cccc(C(=O)Oc2ccc(C(=O)COC(=O)C3CC(=O)N(C4CCCCC4)C3)cc2)c1 (centres undefined),-6

Some of the compounds tested. The share of hits here may be higher or lower than overall.
